NPY1 pot ag = potentiates or activates human NPY-Y1 receptor | P25929 | NPY-Y1 expressing cells, potentiator/agonist activation | activation, % at 3.6 µM | 220,000 compounds, 0.37% hits | AID 1304; in the data active means activation above about 33%, passing the limit was not always enough;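 further: cells stimulated with NPY at EC10 then isoproterenol at EC100; 0% = low agonist plus stimulus and 100% = saturating agonist plus stimulus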
EP2 mod = modulators of human EP2 prostaglandin E2 receptor; 260,000 compounds, 0.83% hits; induction, % at 25 µM; AID 940; EP2-expressing cells, cAMP HTRF FRET, PGE2 co-stimulation; P43116;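 active means compounds whose cAMP rise, as percent of the full-agonist control response, exceeds 60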;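 further: rat C6 glioma line stably carrying human EP2 under a CMV promoter; the protocol text gives 20 µM as final concentration; 100% = response of wells given 1 µM PGE2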
TRPN1 ag = zebrafish TRPN1 (NompC) channel agonism | HEK293 zebrafish TRPN1-YFP, Fluo-8 calcium fluorescence; 100% = response to 87 µM carbachol | activation, % at 3 µM | 220,000 compounds, 0.18% hits | AID 1424;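 active means activation above its plate's cutoff, the mean activation of test wells on that plate plus 3 SD, cut at about 19% in these data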;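 further: 0% = DMSO alone and 100% = 87 µM carbachol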
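Material: zebrafish TRPN1-YFP in HEK293 cells. Doses: one dose of 3 µM, 0.3% DMSO. Incubation: dye 1 h 37 °C plus 30 min RT. Measured by: intracellular calcium fluorescence with Fluo-8.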
TRPML3 agonist = agonists of human TRPML3 channel; Q8TDD5; activation, % at 3 µM; HEK293 TRPML3-YFP, Fluo-8 calcium fluorescence; 100% = the carbachol control signal; 220,000 compounds, 0.29% hits;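 active means activation above its plate's cutoff, the mean activation of the plate's test wells plus 3 SD, cut at about 12% in these data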;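 further: 0% = DMSO only wells and 100% = carbachol wells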
Target sequence (Q8TDD5 whole entry, looked up): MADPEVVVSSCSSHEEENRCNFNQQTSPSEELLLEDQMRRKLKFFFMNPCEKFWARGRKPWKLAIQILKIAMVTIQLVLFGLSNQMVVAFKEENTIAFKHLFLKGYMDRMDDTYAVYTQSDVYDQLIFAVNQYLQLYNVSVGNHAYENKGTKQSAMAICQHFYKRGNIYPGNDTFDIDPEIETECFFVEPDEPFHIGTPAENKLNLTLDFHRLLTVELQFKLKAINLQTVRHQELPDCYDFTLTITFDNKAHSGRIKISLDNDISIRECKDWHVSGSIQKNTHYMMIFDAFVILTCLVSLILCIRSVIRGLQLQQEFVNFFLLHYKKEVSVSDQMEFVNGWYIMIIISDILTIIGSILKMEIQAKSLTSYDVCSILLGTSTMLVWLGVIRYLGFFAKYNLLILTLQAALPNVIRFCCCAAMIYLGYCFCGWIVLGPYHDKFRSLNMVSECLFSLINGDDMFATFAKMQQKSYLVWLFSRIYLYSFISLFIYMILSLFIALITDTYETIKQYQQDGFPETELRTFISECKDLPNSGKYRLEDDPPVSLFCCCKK
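system = HEK293 cells stably carrying human TRPML3-YFP | doses = one concentration, 3 µM nominal, 0.3% DMSO | timing = dye loading 1 h 37 °C then 30 min ambient, 125 s read | detection = Fluo-8 calcium dye fluorescence, ex 470-495, em 515-575 nm | benchmarks = high control carbachol 87 µM, low control DMSO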
14-3-3 Bad inh = disrupts binding of bovine 14-3-3 zeta to phospho-Bad peptide. TR-FRET 14-3-3zeta/Dy647-pBad peptide displacement, 1 h. 220,000 compounds, 0.71% hits. AID 781. P63103. inhibition, % at 21.7 µM;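 active means inhibition above about 70%, limit read from the data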;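 further: 0% = full 14-3-3 plus peptide FRET controls and 100% = background without 14-3-3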
Target sequence (P63103 whole entry, looked up): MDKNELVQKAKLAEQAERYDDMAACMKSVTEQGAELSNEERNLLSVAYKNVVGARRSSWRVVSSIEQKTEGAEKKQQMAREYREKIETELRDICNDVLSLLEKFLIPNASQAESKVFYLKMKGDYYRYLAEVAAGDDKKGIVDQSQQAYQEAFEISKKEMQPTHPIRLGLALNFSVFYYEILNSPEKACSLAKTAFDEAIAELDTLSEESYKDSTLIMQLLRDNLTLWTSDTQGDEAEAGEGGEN
NPY Y1 blocker = antagonists of human neuropeptide Y receptor Y1. HEK293-CNG Y1 cells, membrane potential fluorescence; NPY at EC95, then isoproterenol. 200,000 compounds, 1% hits. inhibition, % at 3.6 µM. P25929. AID 1040;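 active means inhibition above the campaign mean inhibition of all tested compounds plus 3 SD, cut at about 20% in these data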;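 further: 0% = DMSO wells given NPY plus isoproterenol and 100% = isoproterenol alone without NPY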
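Material: HEK293 cells co-expressing NPY Y1 receptor and cyclic-nucleotide gated channel. Timing: compound incubation 1 h at room temperature, readout 45 min post-stimulation. Signal: fluorescence, membrane potential probe.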
PPC-1+TRAIL kill = compounds killing PPC-1 cancer cells with TRAIL present (potentiator screen, no TRAIL-free arm) | PPC-1 cells + TRAIL, ATPLite viability luminescence | 220,000 compounds, 0.41% hits | cell killing (% activity), % at 4 µM;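 active means cell killing above 50% in the first pass at 4 µM, then a duplicate retest at 5 µM averaging 50% or more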;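 further: plate controls were cells with TRAIL plus DMSO for no effect and medium-only wells lacking cells for full effect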
CHOP inhibitor = inhibitors of CHOP induction in ER stress response; CHO-K1 CHOP-promoter luciferase, tunicamycin-induced, 15-18 h; inhibition, % at 10 µM; AID 2732; 220,000 compounds, 3.8% hits;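 active means compounds that reduced the stress-induced luciferase reporter signal by more than about 70% of percent inhibition, limit read from the data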;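 further: 0% = tunicamycin plus vehicle and 100% = wells without tunicamycin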
PGE2 EP2 inh = blocks the human prostaglandin E2 receptor EP2. P43116. C6 glioma cells expressing human EP2, cAMP TR-FRET; cells stimulated with saturating PGE2. inhibition, % at 25 µM. 260,000 compounds, 0.52% hits;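 active means percent inhibition above 40 after rounding to a whole number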;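 further: rat C6 glioma host cells with rolipram phosphodiesterase inhibitor present; the protocol text gives 20 µM as final concentration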
Numbers without * were called inactive; . = no result given; & = joins results of further samples; [ ] = another dose, or the depositor's remark. Only part of the results is shown; the hit share may differ from the screen's.

SMILES | NPY1 pot ag | EP2 mod | TRPN1 ag | TRPML3 agonist | 14-3-3 Bad inh | NPY Y1 blocker | PPC-1+TRAIL kill | CHOP inhibitor | PGE2 EP2 inh
CN(C)C(=O)c1cc([N+](=O)[O-])cc([N+](=O)[O-])c1N(C)C | -6 | 7 | 1.0 | 0.0 | 1 | -3 | 21 | 18 | 16
O=C(O)CNC(=O)c1ccc(N2CCOCC2)cc1[N+](=O)[O-] | -3 | 12 | -1.1 | 1.1 | 1 | 2 | 10 | -5 | 4
COc1ccc(C(=O)OCCc2ccc(O)cc2)cc1 | -1 | 0 | -1.4 | -0.1 | 8[fluorescence artefact?] | 5 | 9 | -10 | 7
CN(c1ccc(O)cc1)c1nc(-c2ccccc2)cs1 | 8 | -28 | 0.9 | 0.1 | -3[fluorescence artefact?] | -7 | 31 | 90* | 16
O=C(NCc1ccccn1)C1CCN(S(=O)(=O)N2CCCCC2)CC1 | 0 | -10 | 2.0 | 0.8 | 5 | -4 | -3 | 13 | 6
CCN1/C(=C2\OC(=S)N(C)C2=O)Sc2ccccc21 | 11 | 31 | -0.5 | 0.9 | 21 | -1 | 4 | -35 | .
Cc1ccc(Cl)cc1N1CCN(S(C)(=O)=O)CC1 | 11 | 4 | -1.3 | 0.0 | 5 | -2 | 22 | -14 | 9
CCOC(=O)c1c(C)oc2cc3c(C(=O)OCC)c(C)oc3cc12 | 1 | . | -0.3 | 1.0 | . | 0 | . | . | .
Cn1c(=O)cc(OCCCC(=O)Nc2ccc3c(c2)OCCO3)c2ccccc21 | -24 | -27 | -0.7 | 0.5 | 7 | 0 | 12 | 17 | 11
COc1ccc(C)c2sc(NNC(=O)COc3ccccc3)nc12 | 7 | -41 | -1.1 | 0.4 | -15 | 8 | 8 | 8 | 6
Cc1cc(C)cc(OCC(=O)N/N=C/c2ccccn2)c1 | 1 | -4 | 1.8 | -0.1 | -7 | . | 14 | -4 | 5
COc1ccc(Cl)cc1N(CC(=O)Nc1ccc2c(c1)OCCO2)S(C)(=O)=O | 1 | 1 | 1.8 | -0.4 | 3[fluorescence artefact?] | 4 | 1 | 28 | 3
Cc1nn(-c2ccc(F)cc2)c(C)c1CN1CCN(CCC(C)C)C(CCO)C1 (centres undefined) | 1 | 3 | 1.2 | 0.9 | -8 | 0 | 8 | 5 | 6
COc1ccc(-c2nnn(CC(=O)Nc3sc4c(c3C#N)CCCC4)n2)cc1 | -3 | 5&-1 | 1.3 | 0.8 | 1 | 2 | 1 | 36 | 0&16
Cc1cccc(N(Cc2cc3ccc(C)cc3[nH]c2=O)C(=O)c2ccco2)c1 | -2 | 0 | -0.2 | -0.5 | -1 | . | 7 | 18 | 8
COCC(C)N=C1NN=C(c2ccc(NC(C)=O)cc2)CS1 (centres undefined) | 6 | 1 | -0.3 | 0.8 | 0 | 2 | 8 | -30 | 5
O=c1oc2ccccc2cc1-c1csc(Cc2nc(-c3ccc(Br)cc3)cs2)n1 | -3 | 18 | 0.7 | 0.8 | -17[fluorescence artefact?] | 3 | 1 | 8 | 8
Cc1ccc(Nc2cc(C)nc(-c3ccccc3O)n2)cc1 | 6 | 29 | -0.8 | 0.0 | -3 | -3 | -22 | 56 | 8
O=C(NCc1ccccc1)c1cccc(COc2cccc(Cl)c2)c1 | -3 | -25 | -1.0 | -0.1 | 1[fluorescence artefact?] | 6 | 13 | 25 | 4
CCN1CCCC1CNC(=O)C1CCN(C(=O)c2cc3sccc3n2Cc2ccc(F)cc2)CC1 (centres undefined) | -3 | -33 | 1.1 | 0.8 | -9 | -2 | 19 | -3 | 4
CCCCCCN1C2=NCCCN2c2ccccc21 | -15 | -15 | 0.8 | 0.4 | -1 | . | 5 | 2 | 8
Cc1ccc(-n2nnnc2SCC(=O)c2cc(C)n(-c3cc(C)on3)c2C)c(C)c1 | -28 | -7 | -0.6 | -0.6 | -5 | 5 | 13 | 12 | 12
CSCCC(NC(=O)c1cc([N+](=O)[O-])cc([N+](=O)[O-])c1)c1nc2ccccc2[nH]1 (centres undefined) | 8 | -7 | 4.2 | 0.9 | 9 | -8 | 14 | 9 | 8
O=C1c2ccccc2C(=O)N1CCCc1nc2ccccc2c(=O)n1-c1cccnc1 | 14 | -18 | 0.2 | 0.3 | 15 | -2 | 11 | 0 | 16
Cc1nnc(NC(=O)CSc2nc3c(c(=O)n(C)c(=O)n3C)n2C(C)C)s1 | 4 | 10&3 | 1.4 | 1.0 | -2 | 4 | -5 | -5 | 10&2
CCC(=O)Nc1c2c(nn1-c1ccc(OC)cc1)CS(=O)C2 (centres undefined) | -22 | -8 | 1.2 | 1.0 | 8 | -3 | 23 | 41 | 11
Cc1ccc(NC(=S)NC(=O)c2ccc(-c3ccccc3)cc2)cc1 | 2 | . | 0.7 | 1.8 | . | 3 | . | . | 5
COc1ccc(CNC(=S)Nc2cc(OC)ccc2OC)cc1 | 10 | -30 | -0.5 | -0.1 | -25 | 2 | 4 | 37 | 3
Cc1ccnc(NC(=O)c2ccc([N+](=O)[O-])o2)c1 | -9 | -32 | 0.6 | 0.9 | -6 | 3 | 18 | -7 | 11
COc1cc2nc(NC(=O)c3ccco3)sc(=O)c2cc1OC | 6 | 18 | 0.1 | 0.7 | 2 | . | -4 | -1 | 5
COC(=O)c1sc2nc(CN3CCN(c4ccc(OC)cc4)CC3)[nH]c(=O)c2c1C | -14 | -2 | 1.5 | 0.3 | -6 | 2 | 20 | -8 | 7
O=C(Nc1ccc(F)cc1F)N1CCN(C/C=C/c2ccccc2)CC1 | -4 | -40 | 1.7 | 1.3 | 1 | -3 | 7 | 36 | 8
COc1ccc(C(=O)CSc2nc3[nH]ncc3c(=O)[nH]2)cc1 | -23 | 19 | 0.8 | 0.9 | -5 | 1 | -6 | 0 | 8
CC1(C)C2CC=C(/C=N/NC(=O)c3ccc(O)cc3)C1C2 (centres undefined) | 7 | -15 | 0.6 | 0.9 | -5 | 11 | 0 | -4 | 7
COc1ccc(-c2cc(C(F)F)n3ncc(C(=O)N4CCN(C)CC4)c3n2)cc1 | -73 | -12&-6 | -1.6 | 0.0 | 1[fluorescence artefact?] | 10 | 14 | 41 | 10&21
O=C(CCC(=O)Nc1ccccc1Cl)N/N=C/c1ccccc1 | 10 | 4 | 2.0 | -0.8 | -2 | 1 | 0 | 12 | 6
Cc1cc(=O)n2[nH]cc(C(=O)O)c2n1 | 0 | 33 | -0.6 | 0.1 | 39 | 6 | 31 | 19 | 11
Cn1nccc1C(=O)N1CCCC(C(=O)c2cccc3ccccc23)C1 (centres undefined) | 8 | -58 | 1.5 | 1.0 | -7 | 10 | 3 | -1 | 3
COc1ccc(NC(=O)/C=C/c2cc(Br)ccc2OC)cc1 | 2 | 1 | -1.7 | -1.1 | -4 | 4 | 16 | 14 | 13
O=C(NCC1CCCO1)c1cc(C(=O)c2ccc(Cl)cc2Cl)c[nH]1 (centres undefined) | 18 | -62 | 3.5 | 1.0 | -12 | 6 | 20 | 24 | 2
CCOC(=O)NC(=O)CN1C(=O)NC(C)(c2ccccc2)C1=O (centres undefined) | 9 | -13 | 1.3 | 0.7 | 18 | -1 | 11 | -10 | 7
Cn1c(Cn2c(=O)sc3ccccc32)nnc1SCC(=O)Nc1cccc(F)c1 | -2 | 0 | -0.9 | -0.3 | 15 | -2 | 1 | -13 | 7
CC1c2c([nH]c3ccccc23)CCC1C(=O)O (centres undefined) | -6 | 11 | 0.6 | 0.9 | -35 | 7 | 11 | 26 | 3
COC(C[C@H](O)CC(=O)[C@H](C)OCc1ccccc1)OC | . | -24 | . | . | -2 | . | 4 | -1 | 9
COC(=O)Cc1c(C)nc2nc(-c3ccco3)[nH]n2c1=O | 2 | -2 | -0.6 | 0.1 | 13[fluorescence artefact?] | 1 | 17 | 23 | 10
COc1ccc([N+](=O)[O-])cc1NC(=O)CCSCCc1ccccn1 | 16 | -25 | -0.9 | 0.5 | 4 | -4 | -36 | 5 | 8
Cc1ccc(NC(=S)N(C)N)cc1Cl | 13 | -24 | 0.2 | 0.7 | -3 | 0 | 12 | 7 | 16
COc1ccc(NC(=O)/C(=C/c2ccc(OC(C)=O)c(OC)c2)NC(C)=O)cc1 | -13 | 5 | -2.0 | 0.7 | -10[fluorescence artefact?] | -1 | 4 | 1 | 4
COc1ccc(NC(=O)CC2C(=O)N(c3ccc(Cl)cc3)C(=S)N2CCc2ccncc2)cc1 (centres undefined) | 32 | -42 | 1.0 | 1.2 | 5 | -10 | 21 | 93* | 9
CC(C)OC(=O)c1cc2c(ccn2C)n1CC(=O)N(Cc1ccccc1)c1ccccc1 | 23 | 32 | -1.2 | 0.3 | -22 | 0 | 14 | 50 | 4
O=C(c1cccs1)N1CCN=C1SCc1ccccc1F | -1 | -46 | 1.1 | -0.8 | -2 | 3 | 9 | 25 | 7
CCOC(=O)CN(c1cc([N+](=O)[O-])ccc1OC)S(C)(=O)=O | 15 | 17 | 0.9 | 2.4 | 9 | 1 | 7 | 0 | 8
COC(Cn1c(C)c(C(C)=O)c(C(C)=O)c1C)OC | -7 | 14 | 0.9 | 0.5 | -2 | 1 | 6 | 6 | .
O=C1Nc2ccccc2C1(O)C/C(=N/O)c1ccccc1 (centres undefined) | 3 | 12 | -2.2 | 0.7 | -7 | -1 | 11 | -7 | 7
CN(C(=O)c1cccc(C#N)c1)c1nnc(-c2ccncc2)s1 | 0 | 22 | -0.4 | 1.1 | -7 | -7 | 7 | 26 | 14
COCCNC(=O)c1ccc(-n2c(SCc3ccncc3)nc3ccccc3c2=O)cc1 | 7 | 10 | -0.1 | 0.5 | 3 | 0 | 4 | 7 | 4
CC(=O)OC1=Cc2c(ccc3ccc(=O)oc23)OC1(C)C | -12 | -8 | -0.1 | 0.5 | 10 | 1 | -1 | 3 | 8
O=C(Nc1cccc2c1C(=O)NC2=O)c1ccccc1[N+](=O)[O-] | 10 | -15 | -0.2 | 0.3 | 7 | . | 9 | -12 | 8
COc1cc(NC(=O)C23CC4CC(C2)CC(n2nnc(C)n2)(C4)C3)c(OC)cc1Cl | -5 | 29 | 1.6 | 0.4 | -3 | 3 | -10 | 0 | 5
Cc1coc(NC(=O)CSc2nc(-c3ccncc3)cc(C(F)(F)F)c2C#N)n1 | 6 | 3&-3 | 0.9 | 0.7 | 4 | -3 | 18 | 35 | 13&20

Screening results as filed in PubChem BioAssay.
